ADAM17 inh – ADAM17 inhibition, QFRET primary screen; AID 720648; P78536; hit rate 0.83% among 370,000; recombinant ADAM17, EDANS/DABCYL FRET peptide cleavage; inhibition, % at 6.95 µM;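 active means inhibition above the mean of compounds lying between control limits plus 3 SD, set per campaign, cut at about 8.5% in these data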;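 further: 0% = DMSO-only wells as the low control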
Target sequence (P78536 215-824 limits assumed): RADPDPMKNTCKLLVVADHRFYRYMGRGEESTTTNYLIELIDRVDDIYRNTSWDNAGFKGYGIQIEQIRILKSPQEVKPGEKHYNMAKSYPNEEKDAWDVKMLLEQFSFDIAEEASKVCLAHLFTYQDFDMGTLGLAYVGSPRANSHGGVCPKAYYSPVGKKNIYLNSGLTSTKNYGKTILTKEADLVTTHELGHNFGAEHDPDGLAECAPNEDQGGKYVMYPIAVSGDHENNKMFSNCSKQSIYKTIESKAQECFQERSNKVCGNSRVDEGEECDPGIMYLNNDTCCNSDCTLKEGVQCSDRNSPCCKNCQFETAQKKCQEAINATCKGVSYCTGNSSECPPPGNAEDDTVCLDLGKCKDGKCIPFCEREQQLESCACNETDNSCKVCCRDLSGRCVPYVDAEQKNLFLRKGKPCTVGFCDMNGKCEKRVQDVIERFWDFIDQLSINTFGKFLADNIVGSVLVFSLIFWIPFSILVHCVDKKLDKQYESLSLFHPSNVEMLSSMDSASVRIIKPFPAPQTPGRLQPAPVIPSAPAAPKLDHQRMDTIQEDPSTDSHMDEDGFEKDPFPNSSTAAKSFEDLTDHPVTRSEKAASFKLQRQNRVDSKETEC
ssDAF-12 act – activates DAF-12 receptor from parasite S. stercoralis; HEK293 ssDAF-12/GRIP1 lit1-tk-luc reporter, luminescence; % of 3 µM dafachronic acid response; activation, % at 6.8 µM; hit rate 1% among 370,000; AID 652126;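 active means activation above the mean over all tested compounds plus 3 SD, cut at about 0.9% in these data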;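 further: 0% = DMSO-only wells and 100% = 3 µM delta7-dafachronic acid wells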
PLC-beta3 inh – PLC-beta3 (human) inhibition, primary screen; inhibition, % at 12.2 µM; hit rate 0.18% among 370,000; AID 720704; Purified PLC-beta3, fluorogenic substrate, fluorescence; in the data active means inhibition above about 11%;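 further: 0% = median of compound wells on plate and 100% = full blocker control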
DAX1 inh-1 – blocks DAX1 repression of SF-1 activated StAR promoter; HEK293T StAR-luciferase reporter, SF-1/DAX-1 repression relief; inhibition, % at 6.8 µM; hit rate 1.1% among 370,000; AID 652010;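 active means inhibition above the mean over all tested compounds plus 3 SD, cut at about 3.6% in these data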;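 further: 0% = DAX-1 cells with DMSO and 100% = cells lacking DAX-1 with DMSO; higher inhibition means more luminescence from relief of DAX-1 repression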
FXN GAA850 act – frataxin GAA850 promoter activation | HEK293 lucGAA850 FXN promoter luciferase reporter, 24 h; percent of 10 µM SAHA response | activation, % at 6 µM | hit rate 0.56% among 360,000 | AID 540364;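 active means activation above the average of all compounds screened plus 3 SD, cutoff fixed separately per campaign, cut at about 7.5% in these data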;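 further: 0% = DMSO wells and 100% = 10 µM SAHA wells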
ADAM10 inh – inhibits human ADAM10. O14672. recombinant ADAM10, EDANS/DABCYL FRET peptide cleavage, 3 h. hit rate 0.62% among 370,000. inhibition, % at 7 µM. AID 720582;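 active means inhibition above a per-campaign cutoff equal to the mean of compounds falling between control-based bounds plus 3 SD, cut at about 20% in these data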;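 further: 0% = DMSO wells while the 100% control is not disclosed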
PLCg1 inh – blocks human PLC-gamma1 enzyme activity | purified PLC-gamma1, fluorogenic substrate, fluorescence | hit rate 0.84% among 370,000 | P19174 | AID 720700 | inhibition, % at 12.2 µM; in the data active means inhibition above about 9.5%
DAX1 inh-2 – NR0B1 (DAX1) inhibition; P51843; HEK293 Gal4-DAX1 luciferase reporter, luminescence; inhibition, % at 6.75 µM; hit rate 0.99% among 340,000; AID 504766;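 active means inhibition above the mean over all tested compounds plus 3 SD, cut at about 4.2% in these data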;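 further: 0% = DAX1-transfected cells with DMSO and 100% = empty-vector control cells with DMSO; inhibition shows as a rise in luminescence from relieved DAX1 repression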
Target sequence (P51843 207-470 limits assumed): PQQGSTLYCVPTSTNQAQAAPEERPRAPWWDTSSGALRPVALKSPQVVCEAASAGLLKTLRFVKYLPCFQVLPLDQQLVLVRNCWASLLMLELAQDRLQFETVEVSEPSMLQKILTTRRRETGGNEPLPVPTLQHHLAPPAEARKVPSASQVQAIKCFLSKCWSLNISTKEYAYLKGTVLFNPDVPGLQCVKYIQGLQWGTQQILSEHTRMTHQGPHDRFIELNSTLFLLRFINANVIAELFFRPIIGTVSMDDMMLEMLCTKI
hcDAF12 agonist – activates DAF-12 receptor from parasite H. contortus | HEK293 hcDAF-12 lit1-tk-luc reporter, luminescence; 0% DMSO, 100% Δ7-dafachronic acid | activation, % at 6.8 µM | hit rate 1.4% among 370,000 | AID 652067;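 active means activation above the mean of all tested compounds plus 3 SD, cut at about 5.5% in these data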;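 further: 100% = response to 3 µM Δ7-dafachronic acid high control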
hgDAF12 agonist – activates the H. glycines DAF-12 receptor ligand-binding domain | HEK293 GAL4-hgDAF12 UAS-luciferase reporter, agonist luminescence; normalized to butyrate control | activation, % at 6.8 µM | hit rate 1.8% among 370,000 | AID 687014;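 active means activation above a cutoff set at the mean of all screened compounds plus 3 SD, cut at about 10% in these data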;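 further: 0% = DMSO wells and 100% = sodium butyrate wells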
sPLA2-III inh – Blocks human group III sPLA2 activity; Q9NZ20; QFRET BODIPY PC-A2 liposome hydrolysis, fluorescence; inhibition, % at 12.2 µM; hit rate 0.56% among 370,000; AID 743126;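 active means inhibition above mean plus 3 SD of compounds lying within the high and low control bounds, cut at about 19% in these data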;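 further: 0% = median of test compound wells and 100% = no enzyme DMSO wells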
An asterisk follows results filed as active; i = inactive; / = no result given.

Order of results: PLCg1 inh	ssDAF-12 act	ADAM17 inh	FXN GAA850 act	ADAM10 inh	sPLA2-III inh	DAX1 inh-1	hcDAF12 agonist	hgDAF12 agonist	DAX1 inh-2	PLC-beta3 inh
- O=C(C1COc2ccccc2O1)N1CCN(c2nc3ccc([N+](=O)[O-])cc3s2)CC1 (stereo not given)
    -2	-1.2	-1	0.7	-3	-1	1.1	-0.7	-1.1	1.6	-7
- COc1ncnc2c1ncn2CCCNCc1ccc(C)o1
    1	-1.2	1	0.3	1	3	1.6	-0.8	-0.8	1.1	2
- COc1ccccc1N(C)S(=O)(=O)c1ccc(Cl)c(C(=O)N2CCC2)c1
    -1	-1.6	-1	0.5	2	2	-1.0	-1.9	-1.5	-0.8	-3
- COC(=O)[C@]12C[C@H](CC(=O)N3CCOCC3)C(=O)N(CCC3=CCCCC3)C1=C[C@H](COCc1ccccc1)O[C@@H]2C
    3	-1.4	-3	/	3	1	-1.3	-1.8	-0.3	/	4
- CCCCC[C@H](C)N1C[C@@H](COCc2ccccc2)Oc2cc(N3CC[C@@H](N(C)C)C3)ccc2S1(=O)=O
    -1	-0.7	6	/	-1	-22	0.3	-0.1	-1.2	/	-14
- C[C@@H]1CN([C@H](C)CO)C(=O)c2cc(NC(=O)Nc3ccc(C(F)(F)F)cc3)ccc2O[C@H]1CN(C)S(=O)(=O)c1cccs1
    3	-0.9	13*	0.8	29*	-35	0.8	-1.6	2.1	0.3	3
- CCCS(=O)(=O)N1CCN(C(=O)c2ccccc2F)CC1
    2	-0.7	-1	-3.5	2	0	0.7	-1.9	-0.2	0.1	0
- COc1ccc(-n2cnnc2SCC(=O)N(C)c2ccccc2)cc1
    3	-1.7	2	-1.5	-6	1	0.0	0.5	-0.4	0.8	-5
- O=C(O)/C(=C\c1ccco1)NC(=O)c1ccc(Br)o1
    -4	-1.3	-6	0.1	-1	-1	-0.3	5.0	-0.3	1.5	-12
- O=C(Nc1nnc(C2CC2)s1)c1cc(-c2ccccc2)nn1-c1ccccc1
    2	-1.4	6	1.3	9	8	-0.3	-1.0	0.5	0.1	-2
- COc1ccc(NS(=O)(=O)c2ccc3oc4ccccc4c3c2)cn1
    -1	-2.0	2	-1.0	8	-33	-0.2	-2.6	-3.8	-1.3	-8
- Fc1ccc(N2CCN(C3CCC(c4ccccc4)CC3)CC2)cc1 (stereo not given)
    2	-1.1	0	0.1	0	5	0.0	1.1	2.3	0.0	-4
- CN(C)C(=O)c1ccc(-c2cc3onc(-c4ccccc4)c3c(=O)n2C)cc1
    3	-1.2	0	2.6	-2	-4	-0.8	-0.6	1.2	-1.5	3
- COc1ccc(CN2CCOC2=O)cc1OC
    -2	-0.8	-12	3.8	-2	4	0.1	-0.5	0.3	0.1	-4
- CC(Sc1nnc(C2CC2)n1C)C(=O)Nc1ccc(N2CCOCC2)cc1 (stereo not given)
    0	-0.8	-1	1.6	-3	4	-2.5	0.8	3.6	0.2	0
- COc1cccc(CNC(=O)c2ccc(F)c(S(=O)(=O)N3CCCCC3)c2)c1
    0	-0.3	-2	-2.6	-5	-10	-1.6	-2.0	-2.0	-0.1	-3
- CC1(C)CN(c2ccc(F)cc2)C1=O
    0	-0.9	1	0.7	-6	-1	-0.1	-0.1	3.5	0.4	0
- NC(=O)CSc1nnc(-c2ccco2)n1N
    -2	-1.3	-2	-0.7	-2	3	0.1	-1.0	-0.8	-0.1	2
- Cc1ccc(-c2nc3ccc([N+](=O)[O-])cc3[nH]2)cc1
    1	-0.1	0	1.4	6	-8	9.2*	7.1*	18*	-2.4	-8
- COc1cccc(C2CC(c3ccccc3)=NN2S(=O)(=O)c2ccccc2)c1OC (stereo not given)
    8	-0.6	14*	-1.3	30*	0	0.4	-1.4	0.7	-0.4	1
- COc1cc(OC)c(OC)cc1CNCC1COc2ccccc2O1 (stereo not given)
    -1	-1.2	-2	-1.1	-3	-3	0.3	-0.5	1.9	-1.1	-2
- C/C(=N\NC(=O)c1nnn(-c2nonc2N)c1CN1CCC(C)CC1)c1cccc(Br)c1
    2	-0.8	3	-0.3	-6	4	0.0	-0.5	0.3	0.8	-5
- CCOC(=O)c1c(C)[nH]c(C)c1C(=O)COC(=O)c1sccc1C
    2	-1.8	-3	1.3	-6	0	-2.0	-1.6	-1.6	-0.3	-3
- C=CCn1c(COc2ccccc2)nnc1SCC(=O)Nc1ccc(S(=O)(=O)Nc2cc(C)nc(C)n2)cc1
    0	-0.6	1	/	-3	-20	0.5	1.6	2.9	/	3
- COc1cc(SC)ccc1C(=O)Nc1ccc2c(c1)CCN2S(C)(=O)=O
    -5	-0.8	1	1.4	-2	7	0.1	-3.8	-0.7	-2.1	-4
- O=C(Cc1c[nH]c2ccccc12)Nc1nccs1
    -2	-0.2	-1	1.9	2	-17	0.2	2.4	3.2	0.8	-1
- COc1ccc2nc(C)[nH]c(=O)c2c1
    6	-0.9	-2	-0.1	-2	-3	-0.2	0.0	0.5	-0.9	3
- Cc1cccc2cc(C#N)c(NCCCNS(=O)(=O)c3ccc(Cl)cc3)nc12
    -60	-2.6	-49	0.3	-122	-32	-1.6	-2.1	-4.8	-2.0	-142
- O=C(NC1CCCCC1)C(c1cccs1)N(CC1CCCO1)C(=O)c1csnn1 (stereo not given)
    2	-1.2	-1	1.7	-5	-1	-0.5	-1.6	0.3	0.9	2
- COc1ccc(C(=O)N2CCN(C3CCCCC3)CC2)cc1OC
    1	-1.3	1	1.4	0	0	0.3	-0.4	-1.2	-1.1	-4

Complete entries, quoted from the list.
`COc1ccc(NS(=O)(=O)c2ccc3oc4ccccc4c3c2)cn1` is listed as PLCg1 inh = -1; ssDAF-12 act = -2.0; ADAM17 inh = 2; FXN GAA850 act = -1.0; ADAM10 inh = 8; sPLA2-III inh = -33; DAX1 inh-1 = -0.2; hcDAF12 agonist = -2.6; hgDAF12 agonist = -3.8; DAX1 inh-2 = -1.3; PLC-beta3 inh = -8
`CN(C)C(=O)c1ccc(-c2cc3onc(-c4ccccc4)c3c(=O)n2C)cc1` is listed as PLCg1 inh = 3; ssDAF-12 act = -1.2; ADAM17 inh = 0; FXN GAA850 act = 2.6; ADAM10 inh = -2; sPLA2-III inh = -4; DAX1 inh-1 = -0.8; hcDAF12 agonist = -0.6; hgDAF12 agonist = 1.2; DAX1 inh-2 = -1.5; PLC-beta3 inh = 3
`Cc1ccc(-c2nc3ccc([N+](=O)[O-])cc3[nH]2)cc1` is listed as PLCg1 inh = 1; ssDAF-12 act = -0.1; ADAM17 inh = 0; FXN GAA850 act = 1.4; ADAM10 inh = 6; sPLA2-III inh = -8; DAX1 inh-1 = 9.2*; hcDAF12 agonist = 7.1*; hgDAF12 agonist = 18*; DAX1 inh-2 = -2.4; PLC-beta3 inh = -8

Going on with the list:
Order of results: PLCg1 inh	ssDAF-12 act	ADAM17 inh	FXN GAA850 act	ADAM10 inh	sPLA2-III inh	DAX1 inh-1	hcDAF12 agonist	hgDAF12 agonist	DAX1 inh-2	PLC-beta3 inh
- CC1CCCCC1NC(=O)C1CCC(CNS(=O)(=O)c2ccc3c(c2)C(C)(C)C(=O)N3C)CC1 (stereo not given)
    -1	-1.0	-4	1.5	-11	2	-1.2	-0.2	2.8	/	0
- CCc1nnc(NC(=O)CCC(=O)N2CCN(Cc3ccc(F)cc3)CC2)s1
    -1	-0.9	0	-1.2	-9	5	0.1	0.1	1.4	0.2	-6
- N#CC1=C(N)Oc2cc(N)ccc2C1c1ccc(F)cc1F (stereo not given)
    -337	-0.9	-98	0.7	-215	-9	-0.3	-1.1	-0.5	0.4	-412
- O=C(O)c1cccc(-n2c(/C=C/c3cccc([N+](=O)[O-])c3)nc3ccccc3c2=O)c1
    3	-1.4	0	0.9	4	-5	-0.2	0.1	-1.3	3.3	2
- O=C(CC[C@H]1O[C@@H](n2ccc(=O)[nH]c2=O)[C@H](O)[C@@H]1O)N[C@H](Cc1ccccc1)C(=O)NCC1CCCCC1
    0	-0.6	5	/	-9	7	-0.2	-0.4	3.9	/	1
- Cc1nc(SCC(=O)NCC2CCCO2)c2c3c(sc2n1)CCCC3 (stereo not given)
    0	-1.1	-1	0.7	3	5	-0.5	-0.9	-2.0	1.6	-3
- COc1ccc(NC(=O)COC(=O)C2CC(=O)N(c3ccc(C)cc3)C2)cc1 (stereo not given)
    -2	-0.6	-1	-0.2	1	3	-0.3	0.7	-2.0	-0.4	-8
- CCc1ccc(CNC(=O)CC2C(=O)NCCN2Cc2ccccc2F)nc1 (stereo not given)
    -13	-0.9	-12	-0.4	-28	-4	-0.1	-0.3	-0.2	1.6	-15
- Cc1cccc(NC(=O)/C(=C/c2cccc([N+](=O)[O-])c2)NC(=O)c2cccs2)c1
    1	-0.5	-5	-2.5	-12	0	0.2	-3.2	0.5	-0.3	2
- CC12CCC(CC1=O)C2(C)C (stereo not given)
    6	-1.6	0	-1.6	-2	3	-0.5	1.5	-1.7	-0.9	4
- CCNC(=S)N1CCC(C(O)(c2ccccc2)c2ccccc2)CC1
    0	-1.1	-3	0.4	-5	6	0.0	-0.8	4.4	1.7	-3
- COc1cc(CC(=O)OCC(=O)NCc2ccc(C)cc2)cc(OC)c1OC
    -2	-0.8	0	-0.5	-2	3	0.1	0.0	0.4	0.6	-6
- CCN1CCN(c2cc(C)c3cc(NC(=S)N(CC)CC)ccc3n2)CC1
    -213	-0.9	-167	0.0	i	0	0.0	1.4	2.6	0.5	-318
- Cc1ccc(-n2nc3c(c2NC(=O)c2cccs2)CS(=O)(=O)C3)cc1C
    -2	-0.8	-6	-1.3	1	-4	0.4	0.0	-1.5	0.6	-8
- O=C1c2ccccc2[C@@H]2Cc3csc[n+]3[C@H]12
    0	-0.3	-2	/	-7	3	-0.6	1.0	-2.2	/	0
- COc1ccc(NC(=O)CN(C)C(=O)CCCSc2nc3ccccc3[nH]2)cc1
    6	-0.6	-3	0.1	-6	-3	1.4	-1.3	-0.8	2.8	-3
- CC(Sc1nnc(-c2ccccc2F)n1C)C(=O)NC1CCCCC1 (stereo not given)
    -2	-1.6	-2	2.3	-12	4	-0.5	-1.7	1.5	-0.3	-4
- OC[C@H]1O[C@@H](c2nc(-c3ccccc3Br)no2)[C@H](O)[C@@H]1O
    7	-0.3	4	-1.5	7	8	0.5	0.2	1.3	/	8
- CCc1nc(NC(=O)NS(=O)(=O)c2ccccc2C(=O)OC)nc(OC)n1
    -1	-1.1	-1	-1.6	3	-6	0.1	0.7	0.0	-0.4	5
- CSc1ccc(CN2CCC(C)(Oc3cccc(F)c3)C2)cc1 (stereo not given)
    3	-0.4	-5	-0.5	-5	3	-1.5	-1.1	0.0	/	0
- CC(=O)c1cc2c(cc1NC(=O)CCn1cccc1)OCO2
    -25	-1.1	-11	-1.1	-33	-4	-0.4	-2.0	-0.8	0.3	-32
- COc1cc(CNC(=O)Nc2nc(C(N)c3ccccc3)cs2)cc(OC)c1OC (stereo not given)
    4	-1.5	3	-1.4	-7	14	1.2	-0.3	1.3	/	0
